# TRHR ag – agonists of human TRH receptor; P34981; TRHR cells, calcium flux fluo-8, FDSS agonist mode; activation, % at 2 µM; 360,000 tested, 0.18% active; AID 493084; note: 0% is about no effect
# Target sequence (P34981 whole entry, looked up): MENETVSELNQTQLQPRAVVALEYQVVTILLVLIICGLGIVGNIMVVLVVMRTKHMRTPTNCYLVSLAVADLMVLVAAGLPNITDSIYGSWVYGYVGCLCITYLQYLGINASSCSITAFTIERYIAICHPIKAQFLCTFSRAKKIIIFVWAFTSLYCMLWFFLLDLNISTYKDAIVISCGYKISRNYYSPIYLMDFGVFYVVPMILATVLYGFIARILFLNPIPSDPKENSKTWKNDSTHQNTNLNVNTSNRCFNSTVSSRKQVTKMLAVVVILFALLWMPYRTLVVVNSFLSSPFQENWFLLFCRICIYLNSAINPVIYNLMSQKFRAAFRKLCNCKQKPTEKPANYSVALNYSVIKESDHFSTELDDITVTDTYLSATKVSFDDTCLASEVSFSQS
#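 Steps: seed TRHR cells overnight; add fluo-8 no-wash Ca dye, RT 30 min–1.5 h; record 10 s baseline; pin-transfer compounds; monitor fluorescence 1 cycle/s for the agonist window. Calcium increases flag candidate agonists.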
# D1 agonist – human D1 receptor agonism; 360,000 tested, 1% active; AID 504660; HEK293 T-REx D1 cells, calcium flux, agonist mode; activation, % at 2 µM; note: 0% is about no effect
# Target sequence (P21728 whole entry, looked up): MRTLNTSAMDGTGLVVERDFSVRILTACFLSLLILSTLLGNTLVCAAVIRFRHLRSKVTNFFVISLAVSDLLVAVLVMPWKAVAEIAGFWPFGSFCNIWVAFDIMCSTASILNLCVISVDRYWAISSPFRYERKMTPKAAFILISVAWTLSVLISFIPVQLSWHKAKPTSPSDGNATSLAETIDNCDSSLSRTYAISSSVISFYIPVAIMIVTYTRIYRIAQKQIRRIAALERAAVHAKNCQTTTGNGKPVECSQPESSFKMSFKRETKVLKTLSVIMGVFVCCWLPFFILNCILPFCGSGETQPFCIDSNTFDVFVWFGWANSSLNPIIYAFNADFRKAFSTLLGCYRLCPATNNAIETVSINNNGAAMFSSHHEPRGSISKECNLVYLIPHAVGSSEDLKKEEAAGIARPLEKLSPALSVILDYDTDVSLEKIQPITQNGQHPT
#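 Inducible HEK293 T-REx D1 cells, force-coupled to calcium signalling, were plated at 4000 cells/well with tetracycline and held overnight at 30 C. After no-wash calcium dye loading, compound-evoked calcium rise over 180 s flagged agonists.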
# D2 antag – D2 dopamine receptor (human) antagonism. AID 485344. P14416. HEK293 TREx D2 cells, calcium flux, dopamine EC80. 340,000 tested, 2% active. inhibition, % at 10 µM; in the data active = inhibition above about 30%; note: 0% is about no effect
#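 Tetracycline-induced HEK293 TREx cells expressing D2 receptor forced-coupled to calcium signalling, loaded with no-wash calcium dye. Compounds added and calcium flux read 180 s, then dopamine added at EC80 and read a further 180 s.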
# D1 PAM – enhances dopamine response at the human D1 receptor | P21728 | HEK293 TREx D1 cells, calcium flux, dopamine EC20 potentiation | potentiation, % at 10 µM | 360,000 tested, 0.036% active; in the data active = potentiation above about 30%; note: 0% is about no effect
# D1 antagonist – human D1 dopamine receptor antagonism; P21728; HEK293 TREx D1 cells, calcium flux, dopamine EC80; active compounds read low; activity change, negative = inhibition, % at 10 µM; 360,000 tested, 3.2% active; in the data active = activity change below about -30%; note: % is set by controls: 0 for no effect and ±100 for the full control effect
#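 Allosteric or orthosteric antagonism assessed as attenuation of the calcium response to EC80 dopamine, added 180 s after compound, in induced HEK293 Trex D1 cells loaded with no-wash calcium dye.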
# RXFP1 antagonist – blocks the human relaxin receptor RXFP1. HEK293-RXFP1, relaxin-stimulated cAMP HTRF, 30 min; active compounds read low. activity change, negative = inhibition, % at 57.5 µM. 350,000 tested, 0.59% active;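 active = activity change of -60% or lower, but not beyond a set lower limit; inconclusive = change between -60% and -40%, or beyond the set limit; inactive = change above -40%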; note: % is set by controls: 0 for no effect and ±100 for the full control effect
# D2 potentiator – positive allosteric modulators of human D2 dopamine receptor. 340,000 tested, 0.34% active. AID 485347. potentiation, % at 10 µM. HEK293 T-REx D2, calcium flux, EC20 dopamine potentiation;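 active = potentiation over 3 SD above the plate norm, cut at about 30% in these data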; note: 0% is about no effect
#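 Potentiation of an EC20 dopamine calcium response is measured in a force-coupled, tetracycline-inducible Hek293 Trex D2 line. Compound-only kinetic reads over 180 s flag agonists before dopamine addition.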
# TRHR enhancer – allosterically enhances the human TRH receptor. TRHR cells, fluo-8 calcium fluorescence, EC20 TRH enhancement. P34981. enhancement, % at 2 µM. 360,000 tested, 0.66% active; in the data active = enhancement above about 30%; note: 0% is about no effect
#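 TRHR-expressing cells loaded with fluo-8 calcium dye were read kinetically (ex 480/em 530) during compound addition, then stimulated with an EC20 of TRH (10 nM final). Enhancement of the Gq-mediated intracellular calcium response was scored.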
# D2 ag – agonists of human D2 dopamine receptor; 340,000 tested, 0.53% active; activation, % at 2 µM; HEK293 T-REx D2 cells, calcium flux agonist mode;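 active = activation over 3 SD above normal in the single-dose calcium agonist read, cut at about 30% in these data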; note: 0% is about no effect
#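 HEK293 Trex D2 cells, tetracycline-induced, o/n 30 C 5% CO2; no-wash Ca dye, RT 30–90 min; 10-cycle baseline, 23 nl cpd added, kinetic Ca read 180 s; agonist hits = positive Ca response.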
# * hit, by the source's call; ? = inconclusive; nt = no result given. Cut-off read from the data, not from the text of the source, unless noted: active = activation above about 30%; inactive = the rest.
SMILES,TRHR ag,D1 agonist,D2 antag,D1 PAM,D1 antagonist,RXFP1 antagonist,D2 potentiator,TRHR enhancer,D2 ag
CC(=O)c1ccc(N2CCN(C(=O)c3cc(-c4ccncc4)nc4ccc(Br)cc34)CC2)cc1,0.3,9.1,nt,21.2,-8.8,-4.5,nt,1.2,nt
CC(=O)N1c2ccc(S(=O)(=O)NCCc3ccc(Cl)cc3)cc2CC1C (stereo not drawn),0.1,6.0,9.9,-3.1,-21.0,9.9,-3.6,1.1,0.4
COc1ccc(S(=O)(=O)N2CCN(c3ccc(Cl)c(Cl)c3)CC2)c2ccccc12,1.4,-0.8,nt,0.6,2.2,nt,13.1,-0.7,-0.3
CCN1CCN(CCc2nc3cc(NC(=O)COc4ccc(Cl)cc4)ccc3n2C)CC1,0.2,0.6,18.6,-5.2,-12.0,-8.5,-9.5,-2.1,-0.6
Cn1c(O)c(/C=C2\C=Nc3ccccc32)sc1=Nc1ccc(C(=O)O)cc1,0.4,1.8,-9.2,-3.4,-5.3,-16.3,0.9,-0.1,0.1
CCOC(=O)CNC(=O)c1sc(NC(=O)/C=C/c2ccccc2)nc1C,1.2,0.8,33.8*,-3.4,-30.0,-9.9,-12.0,14.5,-0.4
COc1ccc(C(=O)NCC(=O)N/N=C/C(C)=C/c2ccco2)cc1OC,-0.1,1.4,8.1,-5.7,-24.0,-4.2,8.7,8.7,-0.6
Cc1oc(C(C)(C)C)cc1C(=O)N1CCN(c2ccc(C(F)(F)F)cn2)CC1,0.8,1.2,0.8,-6.5,-2.1,-19.5,-3.3,-3.4,-0.5
COC(=O)CCC(=O)Nc1nccs1,2.3,2.8,-7.4,2.6,-2.3,2.9,5.3,0.9,0.6
Nc1nc2n(n1)C(=O)CC(c1ccc(Cl)cc1)N2 (stereo not drawn),-1.2,1.9,nt,-1.7,-5.4,-1.7,-0.2,-1.3,nt
COc1ccc(CC(=O)NC(c2ccccc2)c2ccc(C)cc2)c(OC)c1 (stereo not drawn),-0.3,28.8,-5.3,0.9,-0.7,-9.1,11.2,-3.0,0.3
Clc1ccc(Sc2cc(Cl)c(-c3ccccc3)nn2)cc1,-0.2,1.6,15.5,-0.4,-3.3,-22.6,21.9,5.3,-0.1
CCOC(=O)CNC(=O)N1c2ccccc2Sc2ccccc21,0.2,-0.1,-11.3,10.7,-0.8,-12.3,-2.4,-7.7,0.9
C=CCNC(=S)N/N=C/c1ccc(-c2cc(Cl)ccc2Cl)o1,0.4,-1.6,5.3,2.1,1.7,-4.5,-3.4,9.0,-0.6
Cc1cccc(-n2ccnc2SCC(=O)Nc2nnc(C)s2)c1,0.4,1.6,17.5,nt,0.8,-3.9,-6.0,-4.4,-0.2

# Compound profiles (already shown). Order of screens: TRHR ag	D1 agonist	D2 antag	D1 PAM	D1 antagonist	RXFP1 antagonist	D2 potentiator	TRHR enhancer	D2 ag
# COc1ccc(C(=O)NCC(=O)N/N=C/C(C)=C/c2ccco2)cc1OC across the screens: -0.1	1.4	8.1	-5.7	-24.0	-4.2	8.7	8.7	-0.6
# CC(=O)c1ccc(N2CCN(C(=O)c3cc(-c4ccncc4)nc4ccc(Br)cc34)CC2)cc1 across the screens: 0.3	9.1	nt	21.2	-8.8	-4.5	nt	1.2	nt
# CCN1CCN(CCc2nc3cc(NC(=O)COc4ccc(Cl)cc4)ccc3n2C)CC1 across the screens: 0.2	0.6	18.6	-5.2	-12.0	-8.5	-9.5	-2.1	-0.6

# Other records.
SMILES,TRHR ag,D1 agonist,D2 antag,D1 PAM,D1 antagonist,RXFP1 antagonist,D2 potentiator,TRHR enhancer,D2 ag
CC(C)N1C(=O)CCC1C(=O)NCc1ccccc1Cl (stereo not drawn),-0.6,-2.9,-11.6,0.3,21.2,nt,11.4,-3.7,-0.6
CCOCc1cnc(C)nc1NCC(=O)c1c(C)n(C)c2ccc(OC)cc12,0.3,1.9,-2.1,-3.3,-1.2,-1.9,-4.8,-6.9,0.8
CN(C)/C=C/c1onc(-c2c(F)cccc2Cl)c1C#N,0.8,8.3,1.3,-4.3,-5.1,-6.2,1.4,-2.1,-0.3
CN(CC(=O)Nc1cccc(F)c1)C(=O)CCCNC(=O)c1ccc(Cl)cc1,-0.3,4.2,-16.8,-5.0,-22.5,2.0,2.5,2.1,0.1
COc1ccc(Oc2cccc(Cl)c2CNC(=O)c2ccccc2C(=O)O)cc1,-0.9,5.0,6.7,-2.8,2.7,5.0,-1.8,3.4,-0.6
CCOc1ccccc1C(=O)N(Cc1cccs1)C1CCS(=O)(=O)C1 (stereo not drawn),0.7,0.7,-2.0,-0.2,7.9,-4.6,13.6,10.1,0.0
Cc1cc(C(=O)COC(=O)C23CC4CC(CC(O)(C4)C2)C3)c(C)n1-c1c(C)n(C)n(-c2ccccc2)c1=O,0.1,-0.6,-13.0,-2.0,6.6,-14.6,0.2,-0.2,-0.4
Cc1cc(-c2ccc(S(=O)(=O)Nc3ccccc3C)cc2)on1,0.6,9.8,nt,-2.3,-17.7,21.0,-3.1,-1.4,0.1
CCOc1ccc(C(=O)Nc2ccccc2C(=O)O)cc1,-1.5,2.2,-3.4,-15.3,5.3,?,2.7,-5.0,0.0
COc1cc(NS(=O)(=O)c2ccc(NC(=S)NC(=O)c3sc4cc(F)ccc4c3Cl)cc2)nc(OC)n1,0.0,6.1,-20.9,-6.0,10.4,nt,-1.5,8.2,-0.9
CCOc1ccccc1C1C(C#N)=C(N)Oc2cc(N)ccc21 (stereo not drawn),-0.7,0.0,1.6,1.6,2.0,12.8,1.7,0.5,-0.1
Cc1ccc2nc(-c3ccsc3)c(Nc3ccccc3C)n2c1,-0.2,-0.2,nt,5.0,-4.0,-21.7,13.9,7.6,0.2
Cc1cccc(N2CCN(CCCNC(=O)c3nnc(Cc4c(F)cccc4Cl)o3)CC2C)c1 (stereo not drawn),-1.3,4.9,nt,-4.3,-16.3,-7.3,-17.6,-5.2,nt
Cc1nn(CC(=O)N2CCN(c3ccccc3)CC2)c(C)c1[N+](=O)[O-],1.2,2.7,5.7,nt,-10.6,-0.5,-6.8,-7.6,0.9
CC(C)NC(=S)N/N=C/c1ccc2c(c1)OCCO2,-0.2,-1.6,-11.6,-8.0,-8.4,15.9,9.9,-3.6,1.1
O=C(NNC(=O)c1cccs1)c1ccncc1,-0.1,0.2,7.0,-4.5,2.2,-12.1,-3.4,-1.4,3.2
COc1cccc(/C=C/C(=O)OCC(=O)Nc2cccc(S(=O)(=O)N(C)C)c2)c1,0.5,13.9,-13.8,-1.9,0.0,-10.6,0.7,3.7,0.2
COc1ccc(-c2[nH]ncc2CN2CCC(C(=O)c3ccc(F)cc3)CC2)cc1,0.4,12.2,82.9*,-1.6,13.7,-16.1,-23.4,-3.5,-0.4
COC(=O)C1=C(C)N(Cc2ccccc2)C(=NCc2cc(OC)c(OC)c(OC)c2)N[C@H]1c1ccc(Br)cc1,-0.4,0.9,nt,1.9,4.7,nt,nt,2.0,nt
COc1cccc(S(=O)(=O)NCc2ccc(C(=O)Nc3ccc(Cl)c(Cl)c3)cc2)c1,4.3,23.1,-16.8,-0.1,-14.7,-2.3,4.9,13.6,-1.6
NC(=O)c1ccc(-n2nnnc2SCc2ccc(F)cc2)cc1,-1.1,4.4,11.8,-0.6,-0.2,3.9,-4.0,-0.7,-0.5
O=C(CNC(=S)N(Cc1ccc(F)cc1)C1CCCCC1)NC1CC1,1.2,3.3,-2.2,-0.8,5.3,7.2,1.3,-4.8,1.0
CC(=O)N1CCN(S(=O)(=O)c2cccc(C(=O)Nc3ccccc3N3CCCCC3)c2)CC1,0.5,11.2,6.5,-2.0,-11.5,-1.0,1.8,2.9,0.9
COc1ccc(C2(C)NC(=O)N(CC(=O)c3cc(C)n(C4CC4)c3C)C2=O)cc1OC (stereo not drawn),0.4,7.2,-7.2,-2.5,1.0,6.9,-6.4,3.1,-1.1
CCCc1nnc(NC(=O)CCC(=O)N2CCN(S(=O)(=O)c3ccc(F)cc3)CC2)s1,0.6,2.1,14.7,1.8,-11.0,-6.5,-2.9,0.3,0.5
CCOC(=O)c1c(NC(=O)COc2cccc(C)c2C)sc(C(C)=O)c1C,0.0,5.9,nt,-1.2,3.5,-2.9,-4.9,1.6,-0.6
CSCC[C@H](NC(=O)C1CCC(CNC(=O)[C@@H]2CCCN2C(=O)OC(C)(C)C)CC1)C(=O)O (stereo partly drawn),-0.6,2.5,12.2,1.2,14.6,8.8,9.3,1.9,-2.4
O=c1c2c3c(sc2nc(NCCOCCO)n1Cc1ccco1)CCCCC3,0.1,3.8,1.1,-1.3,7.3,nt,-1.0,-2.5,1.6
COc1ccccc1C1=NOC(C)(c2sc(-c3ccc(Cl)cc3)nc2C)C1 (stereo not drawn),1.4,9.1,17.0,-0.8,13.9,nt,1.9,4.1,0.3
CCc1ccc(-n2nc(CO)c(C(=O)NCc3cccnc3)n2)cc1,-0.2,-0.5,nt,1.8,1.1,?,2.6,-2.1,-0.6

# Ordered by formula weight (falling): 3 of the compounds above.
SMILES,TRHR ag,D1 agonist,D2 antag,D1 PAM,D1 antagonist,RXFP1 antagonist,D2 potentiator,TRHR enhancer,D2 ag
COc1cccc(S(=O)(=O)NCc2ccc(C(=O)Nc3ccc(Cl)c(Cl)c3)cc2)c1,4.3,23.1,-16.8,-0.1,-14.7,-2.3,4.9,13.6,-1.6
CCOC(=O)c1c(NC(=O)COc2cccc(C)c2C)sc(C(C)=O)c1C,0.0,5.9,nt,-1.2,3.5,-2.9,-4.9,1.6,-0.6
CCc1ccc(-n2nc(CO)c(C(=O)NCc3cccnc3)n2)cc1,-0.2,-0.5,nt,1.8,1.1,?,2.6,-2.1,-0.6

# The list continues.
SMILES,TRHR ag,D1 agonist,D2 antag,D1 PAM,D1 antagonist,RXFP1 antagonist,D2 potentiator,TRHR enhancer,D2 ag
CCOC(=O)c1ccc(NC(=O)NCCOCCn2c(=O)oc3ccccc32)cc1,-1.6,0.2,nt,2.8,-1.8,nt,-0.2,-1.2,nt
CC1=C(C(=O)OCC2CCCO2)C(c2ccsc2)C2=C(CCCC2=O)N1 (stereo not drawn),-0.2,0.6,6.9,-2.9,1.3,-8.9,0.2,2.8,-0.4
CC(=O)Oc1ccc(S(=O)(=O)c2ccc(OC(C)=O)cc2)cc1,-0.3,2.4,-10.0,-6.8,-13.1,-19.7,-0.6,20.8,0.0
CCOc1ccccc1NC(=O)CN1Cc2ccccc2C1=O,-0.1,-1.7,nt,-0.5,5.6,4.8,-5.1,-1.3,-0.1
COc1ccc2c(C)cc(SCC(=O)Nc3c(C)n(C)n(-c4ccccc4)c3=O)nc2c1,0.1,0.8,-7.1,6.1,9.8,-9.6,-8.1,-4.6,0.0
O=C(CSc1nnc(CNC(=O)c2ccccc2)o1)NCc1ccccc1Cl,-0.2,1.0,-2.1,-4.7,17.4,2.7,-2.1,-6.9,0.2
Cc1noc(C)c1NC(=O)NCCN1CCN(Cc2ccccc2)CC1,0.4,2.8,-5.3,-1.4,-1.5,-1.8,-17.6,24.3,17.8
CCOC(=O)NC(=S)Nc1ccc(C(C)(C)C)cc1,0.5,3.3,3.1,3.6,-9.4,?,10.4,-2.5,-0.9
CC(=O)Nc1cccc(NC(=O)c2ccc(COc3ccccc3)cc2)c1,-1.9,36.1*,-4.4,nt,6.3,-0.1,6.3,19.7,-2.0
COc1ccc(-c2csc(-c3cc4ccccc4oc3=N)n2)cc1,4.4,10.8,-10.9,10.3,7.4,-2.3,-3.5,-0.8,2.7
